human PMI inhibition: inhibitors of human PMI, primary screen, biochemical, fluorescence intensity, coupled assay (AID 1209); inhibition, % at 20 µM; hits with a dose series show IC50 in µM; 0.42% of 190,000 active; purified PMI enzyme, coupled fluorescence intensity; higher % means a stronger effect;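 note: plate controls were DMSO vehicle for no effect and wells lacking substrate for full effect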
TNAP activators: stimulation of alkaline phosphatase TNAP activity – biochemical, luminescent, no phosphate acceptor, uHTS, primary screen (AID 1001); purified TNAP, luminescent activation assay, no phosphate acceptor; higher activation fold means a stronger effect; activation fold at 20 µM, or EC50 in µM where a hit was titrated; 0.03% of 200,000 active; in the data active = activation fold from about 3, or a potency from the dose series; inactive = the rest, 99 in 100 with activation fold below about 1.6; note: many of its hits are not listed in these tables
PMI inhibition: MPI inhibition at elevated mannose 6-phosphate – biochemical, fluorescence intensity, high mannose 6-phosphate, primary screen (AID 1220); recombinant PMI enzyme, coupled fluorescence intensity; higher % means a stronger effect; inhibition, % at 20 µM; hits with a dose series show IC50 in µM; 0.66% of 190,000 active
T cell modulator: T cell immune modulation candidate | 2C CD8+ T cell-vesicle binding, flow cytometry; hits give low values | calls only at 7 µM | 0.068% of 330,000 active | AID 2052;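 active = response, share of CD8 T cells binding vesicles, and their 90th percentile fluorescence all below set limits, cut at about 80% in these data, passing the limit was not always enough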
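incubation = binding step 1.5 h, 37 °C, antibody labelling 20 min, ice | test system = 2C mouse CD8+ T cells | read-out basis = percent CD8+ FL2 mean versus row control | controls = Peptide-free naked vesicles (low) and QL9 vesicles with 0.7% DMSO vehicle (high) | detection = flow cytometry of vesicle-bound cells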
P. falciparum M1AAP: P. falciparum M1AAP inhibitors, biochemical, fluorogenic H-Leu-NHMec substrate, 1536-well (AID 1445) | inhibition, % at 30 µM, or IC50 in µM where a hit was titrated | 0.42% of 220,000 active | recombinant M1AAP, H-Leu-NHMec fluorogenic kinetic assay; higher % means a stronger effect;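 active = primary inhibition above the hit cutoff, then over 50% inhibition at one or more dose response concentrations, cut at about 23% in these data, passing the limit was not always enough; inconclusive = conflicting primary data, or primary hits not chosen for dose response; inactive = low primary inhibition, or under 50% at every dose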;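 note: plate controls were DMSO full reaction for no effect and no enzyme background for full effect; strong numbers were not always called active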
P. falciparum M17LAP: P. falciparum M17LAP inhibitors, primary screen, biochemical, fluorogenic H-Leu-NHMec substrate, 1536-well (AID 1619); one-dose inhibition, % at 30 µM; IC50 in µM for titrated hits; recombinant M17LAP, H-Leu-NHMec fluorogenic kinetic assay; higher % means a stronger effect; 0.38% of 220,000 active;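 active = compound inhibiting the enzyme by more than half at any dose during confirmatory dose-response retesting; inconclusive = strong single-dose inhibitors picked by rank but not retested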;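 note: plate controls were full reaction with DMSO carrier for no effect and no enzyme background for full effect; strong numbers were not always called active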
K1F lysis inhibition: inhibition of K1F phage lysis, E. coli UTI89, bacterial capsule biogenesis inhibitors, alamar blue (AID 488966) | E. coli UTI89 K1F phage lysis, alamar blue, 2 h; higher % means a stronger effect | inhibition, % at 100 µM; hits with a dose series show IC50 in µM | 0.02% of 340,000 active;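 active = phage lysis inhibition, versus mean bacterial control, above a set limit; inconclusive = no clear call, values can overlap the other calls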;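 note: capsule biogenesis inhibitors block K1F phage lysis so surviving cells raise fluorescence; higher fluorescence means more inhibition of phage lysis; actives were called in the ten point dose series up to 300 µM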
RSV antiviral HEp-2: RSV antiviral activity via CPE protection, HEp-2 cells, primary 10 µM value included (AID 2391) | HEp-2 cells, RSV-induced CPE inhibition; higher % means a stronger effect | CPE inhibition, % at 10 µM, or IC50 in µM where a hit was titrated | 0.13% of 310,000 active; in the data active = a potency from the dose series; inconclusive = CPE inhibition mostly from about 23% at the one dose, without a potency; inactive = the rest, 99 in 100 with CPE inhibition below about 21%; note: strong numbers were not always called active
West Nile virus CPE: inhibition of WNV-induced cytopathic effect – cell-based, CPE readout (AID 1621) | West Nile virus-infected cells, CPE inhibition; higher % means a stronger effect | CPE inhibition, % at 10 µM, or IC50 in µM where a hit was titrated | 0.02% of 290,000 active; in the data active = a potency from the dose series; inconclusive = CPE inhibition mostly from about 3.7% at the one dose, without a potency; inactive = the rest, 99 in 100 with CPE inhibition below about 2.2%; note: strong numbers were not always called active
T cell modulator vesicle-bound %: also measured in T cell modulator; calls as there; double positive events, %; measured here: CD8+ vesicle-bound cell fraction;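 binding gate set so that unloaded-vesicle control wells show 10% double positive cells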
* hit, by the source's call; i = inactive; ? = inconclusive; . = no result given; [ ] = remark or other dose. Cut-off read from the data, not from the text of the source, unless noted: active = inhibition above about 50%; inactive = the rest. This is a random part of the collection; about 1.5% have a hit in one of these screens.

Sequence of screens – human PMI inhibition	TNAP activators	PMI inhibition	T cell modulator	T cell modulator vesicle-bound %	P. falciparum M1AAP	P. falciparum M17LAP	K1F lysis inhibition	RSV antiviral HEp-2	West Nile virus CPE
CCOC(=O)N1CCN(C(=O)CSc2nnc(Cc3ccccc3)o2)CC1
    5%	1.1	10%	i	59	3%	14%	0.2%	0.2%	0.6%
N=c1c2c3c(sc2ncn1Cc1ccco1)CCCCC3
    -9%	1	-15%	i	16	7%	-8%	4.5%	1.8%	-0.9%
Cc1cccc(C)c1NC(=O)CSc1nnc([C@H](C)NC(=O)OC(C)(C)C)o1
    -2%	1.2	2%	i	30	6%	8%	0.5%	5.7%	-0.3%
COc1ccc(N(CC(=O)NCc2ccco2)S(=O)(=O)c2ccc(C)cc2)cc1OC
    .	.	.	i	21	.	.	0.4%	1.2%	-0.8%
Cc1cccc(Nc2nc(-c3c(C)nc4ccccn34)cs2)c1
    20%	1	47%	i	39	13%	1%	0.4%	5.4%	0.0%
CNC(=O)C(=O)NCCN1CCN(S(=O)(=O)c2ccc3ccccc3c2)CC1
    .	.	.	i	40	.	.	1.1%	-0.3%	-0.7%
C=CCn1cc(C(=O)NCCCOC)c(=O)c2cc(S(=O)(=O)N(CC)CC)ccc21
    -12%	1	-1%	i	54	11%	6%	-0.1%	1.1%	?
CC1(c2ccc([N+](=O)[O-])cc2)NC(=O)NC1=O (stereo not drawn)
    .	.	.	i	49	.	.	0.2%	1.6%	1.0%
COc1ccccc1OCCOCCOc1c(C)cc(C)cc1Br
    10%	1.3	-2%	i	34	0%	4%	1.2%	2.0%	0.7%
CCCN1CCN(C(=O)Cn2ncc3c([nH]c4ccc(C)cc43)c2=O)CC1
    .	.	.	i	42	.	.	0.3%	0.4%	-0.3%
NC(=O)NC(=O)COC(=O)c1ccccc1Oc1ccccc1
    -8%	1	-8%	i	3	2%	1%	0.1%	0.7%	0.3%
CC(C)Oc1ccc(NC(=O)CCC(=O)O)cc1
    1%	1.1	-2%	i	48	5%	22%	1.1%	0.8%	0.3%
COc1cccc(C(c2nnnn2Cc2ccco2)N2CCN(Cc3ccccc3)CC2)c1OC (stereo not drawn)
    -5%	1.1	0%	i	56	-3%	10%	-2.4%	0.4%	-1.8%
O=C(CCC(=O)c1ccc(F)cc1)NCc1ccccc1C(F)(F)F
    .	.	.	i	14	.	.	0.3%	-0.4%	-0.1%
COc1ccc(-c2nnc(NC(=O)Cc3ccccc3)s2)c(OC)c1
    .	.	.	i	21	-2%	0%	-0.1%	0.4%	-0.1%
O=C(NC1CC1)C1=C[C@@H](c2ccc(Br)cc2)C[C@@H](OCCCCO)O1
    4%	1.1	-3%	.	.	1%	-5%	0.4%	1.8%	-0.6%
CC(C)c1ccc(NC(=O)NCc2ccc3c(c2)OCO3)cc1
    .	.	.	i	6	.	.	2.2%[50 µM]	1.4%	-0.6%
COc1ccccc1N1CCN(CC(=O)c2ccc(F)cc2)CC1
    .	.	.	i	56	.	.	0.1%	0.9%	-0.1%
Clc1cc(Br)ccc1OCCOCCN1CCOCC1
    2%	1.1	-3%	i	50	2%	-2%	-0.8%	-0.1%	-0.3%
Cc1cccc(C)c1NC(=O)c1cccc(N2C(=O)C3CCC(C)CC3C2=O)c1 (stereo not drawn)
    .	.	.	i	13	.	.	-0.2%	0.5%	0.1%
CCOc1ccc(NC(=O)NCCCN2CCCC2)cc1
    -7%	1.2	-11%	i	60	5%	45%	3.4%	0.7%	-0.1%
COc1ccccc1N1CCN(C(=O)c2cc3sccc3n2C)CC1
    -11%	1	-8%	i	42	14%	1%	0.2%	2.2%	-0.4%
CCCN(C(=O)CCNC(=O)Cn1cnc2ccccc2c1=O)c1cccc(C)c1
    .	.	.	i	26	.	.	-0.5%	1.5%	-1.4%
COc1cc(C(=O)Nc2ccc(OCC(=O)N3CCOCC3)cc2C)cc(OC)c1OC
    .	.	.	i	23	.	.	-0.2%	3.0%	0.7%
COc1cc(C#N)ccc1OCC(=O)c1ccc2c(c1)OCCO2
    0%	1.1	7%	i	7	-2%	-9%	5.5%	0.3%	-0.9%
O=C(NCCCN=C1NS(=O)(=O)c2ccccc21)c1ccc(F)cc1
    .	.	.	i	8	.	.	-0.1%	0.5%	-0.6%
O=C(NCc1ccccc1Cl)C1CCN(S(=O)(=O)N2CCCCCC2)CC1
    -10%	1	-2%	.	.	2%	7%	?	0.1%	1.4%
CCOC(=O)c1c(C)[nH]c(C)c1S(=O)(=O)N1c2ccccc2CC1C (stereo not drawn)
    .	.	.	i	21	.	.	-0.5%	3.0%	-0.5%
COc1ccc(N2CCN(CC(O)COC(C)(C)C)CC2)cc1 (stereo not drawn)
    4%	1.1	14%	i	33	19%	-2%	-0.5%	-1.2%	-0.4%
O=C1c2cccc([N+](=O)[O-])c2C(=O)N1c1cccnc1
    -12%	1.1	-4%	i	48	7%	1%	1.0%	-0.2%	1.6%
O=C(NCC1(O)CCCCC1)C1CCC(=O)N(Cc2cccc(C(F)(F)F)c2)C1 (stereo not drawn)
    .	.	.	i	11	.	.	1.8%[50 µM]	0.3%	-0.4%
CCOC(=O)c1sc(NC(=O)CC)nc1C
    -12%	1.1	-11%	i	26	-4%	-4%	0.1%	-1.1%	0.0%
CC(=O)Nc1ccc(NC(=O)CC23CC4CC(CC(C4)C2)C3)cc1
    .	.	.	i	34	.	.	-0.2%	1.3%	-0.5%
O=C(NCCN1CCOCC1)C1(C(F)(F)F)C/C(=C\Cc2ccccc2)CCCO1 (stereo not drawn)
    .	.	.	i	27	.	.	-0.4%	0.6%	-0.5%
O=C(N/N=C\c1cccc(Cl)c1)c1n[nH]c2c1CCCC2
    1%	1.8	-15%	i	31	-1%	3%	0.2%	6.3%	0.1%
Cc1cccc(C(C)C)c1NC(=O)C1CN(S(=O)(=O)c2ccccc2)CCN1S(=O)(=O)c1ccccc1 (stereo not drawn)
    5%	1.2	1%	i	55	4%	-11%	0.1%[50 µM]	11%	-0.6%
O=c1[nH]c(C2CCN(S(=O)(=O)c3ccccc3)CC2)nc2c1nnn2Cc1cccc(Cl)c1
    .	.	.	i	28	.	.	-0.5%	42%	-0.1%
Cn1c(=O)c2c(nc(N3CCc4ccccc4C3)n2C)n(C)c1=O
    -3%	1.1	-2%	i	31	-3%	11%	-0.8%	0.3%	-1.2%
COC(=O)C(C#N)c1nc2ccccc2nc1N1CCCC1 (stereo not drawn)
    21%	0.9	8%	i	33	2%	14%	0.0%	2.0%	0.1%
O=C(Nc1nnc(Cc2ccccc2)s1)C1CCN(C(=O)c2ccco2)CC1
    .	.	.	i	38	.	.	0.0%	4.4%	-0.5%
COc1cc(N=C2C(=O)N3CCCc4cccc2c43)cc(OC)c1
    17%	1	34%	i	27	3%	9%	0.3%	0.8%	-0.9%
CC(C(=O)O)N1C(=O)/C(=C/c2cccn2C)SC1=S (stereo not drawn)
    6%	0.8	13%	i	39	12%	?	4.6%	2.7%	0.1%
CN1CCN(Cc2nc3c([nH]2)c(=O)[nH]c(=O)n3C)CC1
    9%	1.1	4%	i	54	2%	1%	-0.1%	0.5%	-0.1%
O=C(O)CC1S/C(=N\N=C/c2ccccc2O)N(c2ccc(O)cc2)C1=O (stereo not drawn)
    -9%	1.1	-3%	i	40	5%	13%	-0.7%	1.4%	0.3%
COC(=O)c1ccc(C(=O)OC)c(NC(=O)C2CC2)c1
    -14%	1.1	-11%	i	44	2%	1%	3.7%	1.0%	-0.2%
CC(c1ccccc1)n1cnc2ccccc2c1=O (stereo not drawn)
    .	.	.	i	55	.	.	-0.1%	0.7%	-0.7%
CCCc1cc(C(=O)N/N=C/c2ccc(C)o2)c2ccccc2n1
    1%	1.1	-4%	i	14	10%	-3%	-2.9%	0.1%	0.7%
CCC(C)NC(=O)Nc1ccccc1C (stereo not drawn)
    2%	1	-5%	i	32	4%	5%	0.0%	0.7%	0.2%
O=C(NCCCN1CCOCC1)c1cc(Cl)ccc1[N+](=O)[O-]
    5%	1.1	8%	i	44	5%	3%	1.6%	1.2%	-0.3%
N=c1c(S(=O)(=O)c2ccc(Cl)cc2)cc2c(=O)n3ccccc3nc2n1CCN1CCOCC1
    8%	1.1	12%	i	32	?	48%	0.2%	0.1%	.
Cc1ccc(C(=O)NC2CCN(S(=O)(=O)c3ccccc3F)CC2)cc1
    .	.	.	i	28	.	.	0.4%	0.7%	-0.6%
COc1ccccc1OCCn1cc(/C=N/NC(N)=S)c2ccccc21
    5%	1.1	4%	i	12	9%	-7%	-0.3%	17%	-0.2%
COc1cc(NC(=O)COC(C)=O)c(C)cc1[N+](=O)[O-]
    1%	1.1	-8%	i	61	-1%	8%	0.3%	0.5%	-0.1%
CCC1Sc2ccc(S(=O)(=O)Nc3cc(OC)cc(OC)c3)cc2NC1=O (stereo not drawn)
    .	.	.	i	29	.	.	-0.1%	3.1%	-0.1%
COc1ccc(C(=O)NCC(=O)NC2=NCCS2)cc1
    12%	1.1	11%	i	23	3%	0%	-1.0%	1.6%	0.1%
COCCCNC(=O)C(CC(N)=O)NC(=O)OCc1ccccc1 (stereo not drawn)
    .	.	.	i	31	3%	-15%	0.2%	2.1%	0.1%
COc1ccc(Cl)cc1S(=O)(=O)N1CCN(CC(=O)C(C)(C)C)CC1
    -18%	1.1	-32%	i	37	-3%	9%	1.2%	-0.6%	-0.1%
CCOC(=O)c1ccc2ncc(C(=O)OCC)c(NCCCN3CCOCC3)c2c1
    6%	1.1	6%	i	18	8%	11%	-0.1%	0.1%	0.2%
CCN(CC)CCNC(=O)c1cn(-c2ccccc2)nc1-c1cccs1
    1%	1	-1%	i	13	3%	5%	0.8%	-1.1%	.
CCCN1CCN(CCCNC(=O)Cn2nc(-c3ccccc3)ccc2=O)CC1
    4%	1.1	4%	i	54	-2%	-4%	i	-2.4%	-0.1%
